High-throughput results (PubChem BioAssay)
NCOA2 inhibitor: inhibition of GAL4-SRC2 driven luciferase reporter, primary screen, SRC2 inhibitor project, cell-based, luminescence. 370,000 tested, 0.17% active. AID 651957, 2012. inhibition, % at 9 µM. Nuclear receptor coactivator 2 (Homo sapiens), Q15596. HEK293 GAL4-SRC2 luciferase reporter;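 active means inhibition above the mean inhibition of all tested compounds plus 3 SD, set per campaign, cut at about 52% in these data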;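 further: 0% = DMSO treated cells and 100% = cells given Gossypol at 36 µM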
N-glyco inh: increase of ERlucT glycosylation luciferase signal, primary screen, N-linked glycosylation inhibitor project, D54 ERlucT cells, luminescence, set 2 | D54 ERlucT glycosylation luciferase reporter, 24 h; percent of 100 nM tunicamycin response | reporter increase, % at 12.5 µM | 360,000 tested, 0.23% active | AID 588692, 2011;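 active means mean luciferase reporter signal, scaled so untreated is 0 and the glycosylation-blocking control 100, at or above a set limit in every replicate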;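 further: luciferase carries N-glycosylation sites so blocking glycosylation raises the light; 0% = median of neutral control wells and 100% = median of 100 nM tunicamycin wells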
ABCB6 inh MLPCN: ABCB6 transporter inhibitors, primary screen, K562-ABCB6 cells, flow cytometry, MLPCN library; K562-ABCB6 porphyrin accumulation, 1 h; hits give low values; fluorescence ratio to DMSO, % at 10 µM; 360,000 tested, 0.19% active;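 active means fluorescence ratio to DMSO below 75%, the collection mean minus 3 SD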;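 further: signal is porphyrin accumulated inside mitochondria; 100% equals median channel fluorescence of DMSO control wells; lower ratio means ABCB6 inhibition with less porphyrin fluorescence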
NOD2 RIPK2 PPI: NOD2-RIPK2 binding disruptors in cells, primary screen, fluorescence, CHO cells, BLA complementation; Receptor-interacting serine/threonine-protein kinase 2 (Homo sapiens), O43353; CCF4 ratio; inhibition, % at 4.98 µM; 360,000 tested, 0.38% active; AID 624267, 2012; in the data active means inhibition above about 21%;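 further: 0% = vehicle only and 100% = reference blocker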
Target sequence (O43353 whole entry, looked up): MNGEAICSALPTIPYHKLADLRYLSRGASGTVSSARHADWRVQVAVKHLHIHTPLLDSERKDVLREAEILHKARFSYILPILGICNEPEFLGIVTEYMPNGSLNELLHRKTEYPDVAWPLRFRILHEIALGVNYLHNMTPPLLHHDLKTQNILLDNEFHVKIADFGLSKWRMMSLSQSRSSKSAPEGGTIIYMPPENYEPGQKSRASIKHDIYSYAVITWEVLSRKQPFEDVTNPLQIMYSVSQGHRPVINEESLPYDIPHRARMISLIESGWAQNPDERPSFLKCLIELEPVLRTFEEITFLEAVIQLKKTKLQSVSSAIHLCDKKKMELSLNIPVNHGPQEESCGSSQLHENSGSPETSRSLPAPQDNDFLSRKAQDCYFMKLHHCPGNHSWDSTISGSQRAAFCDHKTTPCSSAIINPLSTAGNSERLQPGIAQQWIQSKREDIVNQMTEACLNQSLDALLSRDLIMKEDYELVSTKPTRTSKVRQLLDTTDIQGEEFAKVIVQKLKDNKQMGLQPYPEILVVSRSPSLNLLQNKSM
m5-HT2A agonist: mouse Htr2a agonists via beta-arrestin recruitment, primary screen, cell-based, luminescence; activation, % at 7.6 µM; 360,000 tested, 0.66% active; CHO-K1 mHTR2A beta-arrestin complementation; percent of 30 µM serotonin response;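 active means activation above a run cutoff, the mean activation of all tested compounds plus 3 SD, cut at about 14% in these data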;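 further: 0% = plate median of compound wells and 100% = 30 µM serotonin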
Target sequence (P35363 whole entry, looked up): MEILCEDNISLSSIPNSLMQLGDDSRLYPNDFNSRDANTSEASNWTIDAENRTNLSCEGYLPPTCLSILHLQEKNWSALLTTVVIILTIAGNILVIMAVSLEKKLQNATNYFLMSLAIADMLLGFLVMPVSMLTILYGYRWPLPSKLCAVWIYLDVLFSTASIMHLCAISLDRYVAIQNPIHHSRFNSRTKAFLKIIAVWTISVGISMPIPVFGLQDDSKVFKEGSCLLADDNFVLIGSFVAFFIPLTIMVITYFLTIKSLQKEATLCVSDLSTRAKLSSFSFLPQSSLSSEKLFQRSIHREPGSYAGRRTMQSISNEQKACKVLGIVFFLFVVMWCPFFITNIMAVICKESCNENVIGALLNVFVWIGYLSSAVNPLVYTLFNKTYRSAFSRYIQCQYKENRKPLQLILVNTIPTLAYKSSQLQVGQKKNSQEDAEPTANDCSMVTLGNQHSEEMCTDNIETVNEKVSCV
H9c2 protect: cardioprotection against H2O2-induced cell death, primary screen, uHTS, H9c2 cells, ATPLite luminescence. H9c2 cardiomyocytes, H2O2 injury protection, 2 h. protection from H2O2 cell death, % at 20 µM. 360,000 tested, 0.63% active. AID 588492, 2011;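 active means compounds giving at least 50% protection of heart cells from peroxide-induced death in the single-dose screen, raw or plate-pattern-corrected value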;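 further: 0% = DMSO wells with peroxide and 100% = DMSO wells without peroxide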
ABHD5 PLIN5 PPI: ABHD5-PLIN5 interaction inhibitors, primary screen, cell lysate, split luciferase complementation, luminescence; AID 602281, 2012; Split G. princeps luciferase complementation, 4 h; 360,000 tested, 0.78% active; inhibition, % at 4 µM;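 active means inhibition above the mean inhibition across every tested compound plus 3 SD, cut at about 22% in these data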;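 further: 0% = DMSO only wells and the 100% control is not disclosed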
MC4R antag cAMP: MC4R antagonists of cAMP signaling, primary screen, cell-based, TR-FRET, antagonist arm of biased-ligand search; MC4R-expressing cells, MTII-stimulated cAMP, LANCE TR-FRET; 360,000 tested, 0.48% active; inhibition, % at 6.5 µM; Melanocortin receptor 4 (Homo sapiens), P32245; AID 540295, 2011;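 active means inhibition above its plate's cutoff, the mean of tested wells on that plate plus 3 SD, cut at about 29% in these data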;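 further: 0% = Melanotan II alone and 100% = Melanotan II plus saturating MCL0020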
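Assay system: U2OS cells stably expressing human melanocortin 4 receptor (MC4R) / Dosing: 6.5 µM / Timing: compound 30 min, challenge 1 h, detection 1 h / Measured by: Eu-cAMP/anti-cAMP TR-FRET, emission 671 nm / Replicates: singlicate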
TLR9-MyD88 block: inhibitors of TLR9-MyD88 association in cells, primary screen, cell-based, CHO, BLA complementation, fluorescence | Toll-like receptor 9 (Homo sapiens) + Myeloid differentiation primary response protein … | CCF4 FRET ratio | inhibition, % at 4.98 µM | 340,000 tested, 0.21% active | AID 504734, 2011;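 active means inhibition above the mean over all tested compounds plus 3 SD, cut at about 21% in these data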;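 further: 0% = DMSO only wells and 100% = clavulanate BLA inhibitor control wells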
MC4R ag barr: MC4R agonists recruiting beta-arrestin, primary screen, cell-based, luminescence, agonist arm of biased-ligand search | U2OS MC4R beta-arrestin complementation; percent of melanotan II response, DMSO zero | 360,000 tested, 0.98% active | activation, % at 8.9 µM;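 active means activation above a per-plate cutoff, the mean activation of sample wells on that plate plus 3 SD, cut at about 8% in these data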
* hit, by the source's call; · = not tested or not shown.

| Structure | MC4R antag cAMP | TLR9-MyD88 block | MC4R ag barr | NCOA2 inhibitor | H9c2 protect | ABHD5 PLIN5 PPI | N-glyco inh | NOD2 RIPK2 PPI | m5-HT2A agonist | ABCB6 inh MLPCN |
| --- | --- | --- | --- | --- | --- | --- | --- | --- | --- | --- |
| COc1ccc(CNc2nc3nc(C)c(Cl)c(=O)n3[nH]2)cc1OC | 7 | 0 | -1.3 | 12 | -8 | 2 | 2 | -5 | 2 | 98 |
| O=C(C[C@@H]1C/C=C\C[C@H](NC(=O)OCC2c3ccccc3-c3ccccc32)C(=O)OC[C@H]2CCCN2C1=O)N[C@H](CO)Cc1ccccc1 | 1 | 0 | 1.3 | -22 | -11 | 15 | 3 | -13 | -2 | 93 |
| COc1ccc2cc(N=Cc3nc(-c4ccc(C)cc4)oc3O)cnc2c1 | 5 | 1 | -1.4 | 10 | -6 | -1 | 0 | 8 | 0 | 100 |
| COC(=O)c1cn(-c2ccccc2)nc1-c1ccc(OC)c(OC)c1 | 2 | -10 | 1.6 | -5 | 10 | 1 | 3 | -3 | 1 | 100 |
| COc1ccc(C2C(C(C)=O)=C(O)C(=O)N2Cc2ccccc2)c(OC)c1 (configuration not stated) | 18 | 4 | -1.1 | 1 | -5 | -23 | -1 | -1 | -1 | 98 |
| CCCCN(C(=O)NC(=O)Nc1nc2ccc(OC)cc2s1)S(C)(=O)=O | 4 | 5 | 0.5 | -16 | -11 | 0 | 1 | 0 | 7 | 98 |
| CCCc1nnc(NC(=O)CCC(=O)N2CCN(Cc3ccc(Cl)cc3)CC2)s1 | 4 | 0 | -0.2 | 0 | 0 | 5 | 1 | 1 | 0 | 98 |
| Clc1ccc(Nc2nc(-c3ccncc3)cs2)cc1 | 1 | -5 | 0.2 | -29 | -18 | 7 | -7 | -4 | 0 | 102 |
| CCC/C=C/c1ccc(CN2C(C)C(=O)N(Cc3cn(CCC4OCCO4)nn3)CCS2(=O)=O)cc1 (configuration not stated) | 6 | -15 | 0.6 | -9 | -5 | -4 | 2 | 1 | 0 | 96 |
| CC[C@]12c3[nH]c4ccc(Cl)cc4c3CCN1C(=O)[C@@H](CC(=O)NCCCn1ccnc1)C[C@@H]2C(=O)N1CCN(C(=O)c2ccco2)CC1 | 2 | -2 | -2.2 | -13 | 11 | 10 | 2 | -1 | 7 | 98 |
| O=C(CCc1nc2ccccc2c(=O)[nH]1)OCc1ccccc1F | 16 | -2 | 0.9 | 7 | 25 | 1 | 1 | -7 | 1 | 101 |
| COC(=O)c1cn(C(=O)c2cc(Br)ccc2Cl)c2ccccc12 | -4 | -19 | -0.1 | -4 | -9 | -2 | 10 | 2 | 2 | 102 |
| COc1ccc(C(O)C2c3c(cc4c(c3OC)OCO4)CCN2C)c(CO)c1OC (configuration not stated) | 8 | · | 0.0 | 20 | 5 | -4 | -1 | -5 | -5 | 107 |
| COc1ccc(Nc2cc(C)nc(N)n2)cc1 | 6 | 12 | -0.5 | -56 | 6 | -1 | 0 | 4 | -2 | 97 |
| Cc1ccc(/C=N/n2cnnc2)s1 | 8 | 4 | -0.6 | -3 | -2 | 2 | 1 | 1 | -3 | 89 |
| Cc1ccc(C)c(N2CCN(C(=O)CN3C(=S)NC(C)(C)CC3C)CC2)c1 (configuration not stated) | 2 | -12 | -1.0 | 3 | -9 | -10 | 0 | -4 | 5 | 102 |
| COc1cc(-n2c(=O)c3ccccc3n(Cc3ccccc3)c2=O)cc(OC)c1OC | 0 | 2 | -0.5 | -2 | 0 | 0 | -1 | 0 | 6 | 98 |
| COc1cccc(-c2nn(C)c3sc(C(=O)NCc4ccc(C)cc4)cc23)c1 | 1 | 0 | -1.2 | -1 | 9 | 2 | 1 | -5 | -9 | 91 |
| c1ccc2[nH]c(SCC3CCCCO3)nc2c1 (configuration not stated) | -8 | -9 | 0.1 | -34 | -1 | -3 | -7 | -7 | -5 | 91 |
| CCCCN1C(=N)N([C@@H](CCC)CN2CCC[C@H]2CN2C(N)=NC[C@@H]2Cc2ccccc2)C[C@H]1[C@H](C)CC | 16 | 2 | 0.0 | 2 | -2 | 16 | 3 | 17 | 2 | 100 |
| C/C(=C\c1ccccc1)C(=O)NCc1ccco1 | 2 | 4 | -1.4 | -10 | 1 | 3 | -1 | 1 | -2 | 91 |
| COc1ccc(CCNC(=O)COC(=O)c2ccc(S(=O)(=O)N3CCCC3)cc2)cc1OC | 6 | -1 | -0.1 | 24 | 9 | 19 | 1 | -7 | 1 | 91 |
| CCOc1ccc(NC(=S)N2CCCC2)cc1 | 0 | -6 | -2.2 | -4 | 0 | 0 | 2 | -3 | 3 | 97 |
| CC(C)(C)c1ccc(-c2conc2N)cc1 | 17 | -6 | 0.6 | -23 | -12 | -3 | -6 | -13 | 1 | 94 |
| N#C/C(=C(/O)c1cccs1)c1nc2ccccc2[nH]1 | 9 | -6 | 2.5 | -4 | 5 | -6 | 18 | -11 | -2 | 98 |

New compounds follow
| Structure | MC4R antag cAMP | TLR9-MyD88 block | MC4R ag barr | NCOA2 inhibitor | H9c2 protect | ABHD5 PLIN5 PPI | N-glyco inh | NOD2 RIPK2 PPI | m5-HT2A agonist | ABCB6 inh MLPCN |
| --- | --- | --- | --- | --- | --- | --- | --- | --- | --- | --- |
| CC(=O)c1cccc(NC(=O)C2=CN3CCS(=O)(=O)N=C3C=C2)c1 | 1 | -2 | -0.4 | 24 | -3 | 1 | 2 | -3 | 2 | 97 |
| CC(C)(C)OC(=O)NNC(=O)Nc1ccccc1C(F)(F)F | -4 | -3 | -0.5 | -47 | 2 | 0 | 0 | -2 | 2 | 96 |
| COc1cc2c(cc1NC(=O)CN(C)Cc1cccc(OC)c1OC)oc1ccccc12 | 22 | -8 | -0.3 | 15 | -5 | -4 | -4 | 1 | 0 | 97 |
| Cc1cc(Cl)ccc1Oc1ncc(-c2ccc(Cl)cc2)cn1 | 4 | -3 | 0.4 | -4 | -15 | -14 | 1 | 4 | -3 | 94 |
| O=C(c1ccco1)N1CCN(C(=O)c2cccn3c(=O)c4c5c(sc4nc23)CCCC5)CC1 | -3 | 3 | 2.5 | -5 | 5 | 14 | -2 | 4 | 0 | 100 |
| O=C(NCCCNC(=O)c1cccs1)c1cccs1 | -2 | 1 | -1.5 | 23 | 3 | 2 | 1 | 0 | -8 | 86 |
| Cc1sc2nc(CSC(C)C(=O)Nc3ccc(Cl)cn3)[nH]c(=O)c2c1C (configuration not stated) | 4 | 5 | -1.7 | 9 | 14 | -3 | -1 | -3 | 0 | 95 |
| CC(CCc1ccccc1)NC(=O)C1CCN(S(=O)(=O)c2ccc(F)cc2)CC1 (configuration not stated) | 4 | -3 | -1.6 | 24 | -2 | -3 | -2 | -4 | -1 | 90 |
| CC1(C(=O)Nc2ccc3c(c2)OCCO3)CCN1C(=O)C1(c2ccc(Cl)cc2)CCC1 (configuration not stated) | 8 | · | 0.2 | -12 | -2 | 0 | -3 | -5 | -2 | 97 |
| C/C(=N\NC(=O)CN1CCCCC1)c1ccccc1O | -2 | 4 | -0.6 | -16 | 5 | -4 | -5 | 1 | 2 | 98 |
| O=c1c2c3c(sc2ncn1/N=C/c1cccnc1)CCCC3 | 16 | -7 | 2.8 | 13 | -4 | -5 | 1 | -6 | 3 | 105 |
| CCCCCc1c(O)nc(SCCN2CCOCC2)[nH]c1=O | 0 | 2 | -1.3 | -8 | 3 | -2 | 2 | -12 | -2 | 103 |
| CN(Cc1ccccc1)S(=O)(=O)c1ccc(NC(=S)NC(=O)C(C)(C)C)cc1 | 7 | 7 | 0.6 | 13 | -5 | -6 | -2 | -3 | -4 | 96 |
| Cc1csc2c(=O)n(CCO)c(=O)[nH]c12 | -1 | · | 1.5 | -2 | 3 | -3 | 6 | -13 | 5 | 105 |
| CC(=O)N1CCc2c(sc(NC(=O)c3ccc4c(c3)OCCO4)c2C#N)C1 | -9 | 6 | 0.3 | -50 | -6 | 6 | 23 | -2 | 3 | 99 |
| COc1cc(SC)ccc1C(=O)Nc1ccc(S(=O)(=O)N2CCCC2)cc1 | 6 | -13 | 6.0 | 15 | -17 | 0 | -1 | 3 | -2 | 119 |
| Cc1ccc(OCCN(C)C(=O)C2CCC(=O)N(CC3CCCCC3)C2)cc1 (configuration not stated) | 10 | 0 | -0.9 | -17 | -9 | 1 | 0 | 2 | -7 | 98 |
| COc1ccc2cc(C=O)n(C)c2c1 | -5 | 3 | 1.7 | -5 | -3 | -2 | 1 | -3 | -4 | 100 |
| O=C(NCCc1ccccc1)C1CCCN1S(=O)(=O)c1ccc(Cl)cc1 (configuration not stated) | 7 | 7 | -0.2 | 4 | -1 | -3 | 1 | 2 | 5 | 103 |
| CCCCN(C(=O)c1ccc2c(c1)NC(=O)CS2)c1ccccc1 | 14 | 0 | 3.0 | -14 | -3 | -4 | 1 | -4 | 4 | 97 |
| CC(C)Cn1c(SCC(=O)Nc2ccc(Cl)cc2F)nc(O)cc1=O | 3 | -9 | -1.6 | 1 | -1 | 3 | 0 | 7 | -2 | 94 |
| CCNC(=O)COC(=O)/C=C/c1c(C)nn(Cc2cccc(OC)c2)c1Cl | -2 | 1 | 0.2 | -2 | -11 | 3 | 0 | 0 | 0 | 96 |
| Cc1ccc(S(=O)(=O)N2CCN(C(=S)NCC3CCCO3)CC2)cc1 (configuration not stated) | 0 | -2 | 0.8 | -16 | 1 | 4 | 2 | -8 | 2 | 96 |
| Cc1ccc(OCc2cc(C(=O)N3CCc4sccc4C3)no2)cc1C | 8 | -16 | -1.5 | -15 | -8 | -5 | 1 | -4 | -12 | 107 |
| CC(=O)Oc1ccc(C(=O)NC(C)CCc2ccccc2)cc1 (configuration not stated) | -2 | 1 | -1.5 | -7 | 4 | 4 | -2 | 2 | -2 | 98 |
| CCCOc1ccc(C(=O)Nc2cc(S(=O)(=O)N3CCOCC3)ccc2N2CCOCC2)cc1 | 10 | 0 | -4.8 | 4 | 4 | -11 | 2 | 6 | 1 | 91 |

Two compounds from above, reduced to NOD2 RIPK2 PPI.
Structure | NOD2 RIPK2 PPI
CC(C)(C)OC(=O)NNC(=O)Nc1ccccc1C(F)(F)F | -2
COc1cc2c(cc1NC(=O)CN(C)Cc1cccc(OC)c1OC)oc1ccccc12 | 1

These rows are one share of the data. The share of hits here may be higher or lower than overall.
